Hep lipid drop: modulators of hepatic lipid droplet formation; actives 0.4% (n = 240,000); AML12 mouse hepatocytes, oleate lipid droplets, BODIPY imaging; inhibition, % at 6.5 µM; AID 1656;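 active means lipid droplet intensity inhibited by at least 50%, with more than 500 cells counted; inconclusive means wells with under 300 cells, treated as cytotoxic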
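Test system: AML12 mouse liver cells; schedule: overnight exposure; technique: high-content imaging of BODIPY-stained droplets and DAPI nuclei; read-out: % inhibition of corrected integrated BODIPY droplet signal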
West Nile virus CPE: West Nile virus antiviral activity, cell-based, CPE readout (AID 1621); West Nile virus-infected cells, CPE inhibition; higher % means a stronger effect; CPE inhibition, % at 10 µM; hits with a dose series show IC50 in µM; actives 0.02% (n = 290,000); in the data active means a potency from the dose series; inconclusive means CPE inhibition mostly from about 3.7% at the one dose, without a potency; inactive means the rest, 99 in 100 with CPE inhibition below about 2.2%; further: strong numbers were not always called active
bCat nuc transl: beta-catenin nuclear translocation modulation; HeLa beta-catenin nuclear translocation, immunofluorescence imaging; nuclear translocation activity, % at 5 µM; actives 0.3% (n = 190,000);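 active means nuclear translocation activity above 50% at 5 µM, with a well cell count of 50 or more; inconclusive means wells under 50 cells across six images, flagged as toxic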;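 further: per-cell ratio of nuclear to cytoplasmic median beta-catenin stain intensity; plate controls were DMSO negative control for no effect and GSK-3 inhibitor IX positive control for full effect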
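Test system: human HeLa cell line; Doses: 5 µM primary, 0.02–20 µM confirmation; Incubation: 24 h compound exposure, 37°C; Detection: beta-catenin immunofluorescence imaging with DAPI; Read-out: beta-catenin nuclear/cytoplasmic ratio, % activation.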
Insulin prom up: MIN6 insulin promoter up-regulation; MIN6 insulin promoter-GFP reporter, high-content imaging; hits give high values; z-score at 5 µM; actives 0.3% (n = 190,000); AID 1625;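 active means z-score above 3 at 5 µM with at least 500 cells counted in the well; inconclusive means wells under 500 cells, flagged as cytotoxic or low count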
Autophagy mod: autophagy modulation, high-content screen; MEF GFP-LC3 puncta imaging; test concentration mostly 10 µM; actives 0.98% (n = 190,000); calls only at 10 µM (by protocol);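 active means percentage of spot-positive cells more than 3 SD above its plate mean, without a fluorescence outlier flag or 80% toxicity; inconclusive means no clear call, values can overlap the other calls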;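 further: spot-positive cell cutoff set from DMSO-treated cells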
WT yeast gro inh: growth inhibition of WT yeast, mitochondrial fusion screen | actives 2.1% (n = 190,000) | inhibition, % at 10 µM | AID 1362 | mitochondrial fusion phenotypic screen, WT strain; in the data active means inhibition above about 58%; tested in S. cerevisiae
MT stabilize HCS: microtubule stabilization, imaging screen | AID 2205 | % tubulin-high responders, % at 10 µM | actives 0.83% (n = 200,000) | HeLa tubulin immunostaining HCS, 24 h; share of cells brighter than vehicle mean+2SD;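 active means plate Z-score above 3 for both tubulin-high and condensed-nucleus cell shares, with cell loss under 80%, at 10 µM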;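 further: anti alpha tubulin signal scored within the nucleus-defined area of each cell; some results filed as inactive read as strong as hits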
T cell modulator: T cell immune modulation candidate; AID 2052; actives 0.068% (n = 330,000); calls only at 7 µM; 2C CD8+ T cell-vesicle binding, flow cytometry; hits give low values;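 active means response, share of CD8 T cells binding vesicles, and their 90th percentile fluorescence all below set limits, cut at about 80% in these data, passing the limit was not always enough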
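System: murine 2C transgenic CD8+ T lymphocytes; also added: QL9-loaded Drosophila micro-vesicles; times: binding 1.5 h at 37 °C; measured by: flow cytometry, PE anti-B7-1 (FL2) versus Alexa647 anti-CD8 (FL8), PFA-fixed; control set: Peptide-free naked vesicles (low) and QL9 vesicles with 0.7% DMSO vehicle (high)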
Myeloid diff MLP: compounds promoting myeloid differentiation; actives 1% (n = 360,000); AID 624256; calls only at 10 µM; ER-HoxA9 myeloid progenitors, lysozyme-GFP differentiation, flow cytometry;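 active means normalized GFP-positive differentiation at or above the plate's own cutoff, the solvent-only control mean plus 3 SD; inconclusive means no clear call, values can overlap the other calls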;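 further: cells exposed to compound for four days before flow analysis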
WT yeast gro inh mutant strain: further read-out of WT yeast gro inh, marked with its call; inhibition, %; mitochondrial fusion phenotypic screen, mutant strain inhibition
Insulin prom up cell count: also measured in Insulin prom up; calls as there; cell count; measured here: cytotoxicity, nuclei count;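 total cells summed across four imaged fields per well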
Hep lipid drop cells 6.5 µM: second read-out of Hep lipid drop, no call of its own (marks repeat the call); cell count; measured here: cell count, cytotoxicity flag;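 cells counted across two imaged fields per well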
bCat nuc transl cell count 5 µM: also measured in bCat nuc transl; calls as there; cell count; measured here: cell count, cytotoxicity flag
T cell modulator vesicle-bound %: further read-out of T cell modulator, marked with its call; double positive events, %; measured here: CD8+ vesicle-bound cell fraction;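 binding gate set so that unloaded-vesicle control wells show 10% double positive cells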
MT stabilize HCS Hoechst-high %: also measured in MT stabilize HCS; calls as there; % Hoechst-high responders; measured here: nuclear condensation Hoechst responders;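 share of cells brighter than vehicle mean plus two SD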
MT stabilize HCS cytotoxicity %: second read-out of MT stabilize HCS, no call of its own (marks repeat the call); toxicity, %; measured here: cytotoxicity by cell density;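 0% = mean cell density of plate MIN control wells and 100% = no cells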
Autophagy mod cell loss 18 h: recorded beside Autophagy mod, whose call it bears; toxicity, %; measured here: cell loss, nuclei count;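 cell loss after 18 h compound exposure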
Myeloid diff MLP GFP+ MAC1+ %: recorded beside Myeloid diff MLP, whose call it bears; GFP+ MAC1+ double positive, %; measured here: differentiation confirmed by MAC1 staining
Starred values were filed as active, the others as inactive; i = inactive; ? = inconclusive; nt = not tested or not shown; & = joins results of further samples. Rows are unselected; overall some 3.9% were active at least once.

SMILES	Hep lipid drop	Hep lipid drop cells 6.5 µM	West Nile virus CPE	bCat nuc transl	bCat nuc transl cell count 5 µM	Insulin prom up	Insulin prom up cell count	Autophagy mod	Autophagy mod cell loss 18 h	WT yeast gro inh	WT yeast gro inh mutant strain	MT stabilize HCS	MT stabilize HCS Hoechst-high %	MT stabilize HCS cytotoxicity %	T cell modulator	T cell modulator vesicle-bound %	Myeloid diff MLP	Myeloid diff MLP GFP+ MAC1+ %
COc1ccc(C)cc1N1C(=N)/C(=C2/Nc3ccccc3S2)C(c2ccccc2)C1=O (stereo not drawn)	18	619	-2.3%	18	211	?	nt	i	39	84*	45*	7.0	6.7	20	i	51	?	nt
N#CCCn1c(SCC(=O)NCC2CCCO2)nc2ccccc21 (stereo not drawn)	2	727	0.2%	-7.2	1272	nt	nt	i	3	5	18	3.3	1.8	15	i	50	i	0.9
CCOc1ccc(S(=O)(=O)NCCC2=CCCCC2)c2ccccc12	nt	nt	-0.9%	-2.0	1424	-0.13	1328	i	-2	1	1	2.3	2.3	11	i	34	i	7.4
CCOc1cc(C(=O)Nc2cnccn2)cc(OCC)c1OCC	-23	565	0.2%	4.4	945	nt	nt	i	7	1	-8	38*	11*	60*	i	26	i	4.5
CCCCC(C(=O)OCC(=O)c1ccc(OC)cc1)N1C(=O)c2ccccc2C1=O (stereo not drawn)	-20	781	-0.2%	-2.3	1221	-0.73	884	i	-7	3	0	2.6	2.5	5.8	i	19	i	5.7
CN(C)S(=O)(=O)c1ccc2c(c1)C(=NNC(N)=O)c1cc(S(=O)(=O)N(C)C)ccc1-2	-14	808	-0.2%	nt	nt	nt	nt	nt	nt	nt	nt	nt	nt	nt	i	32	i	0.0
Nc1ccc(C(=O)O)c(O)c1	30&8&-17	674&746&696	0.8%&0.0%	-0.7&3.7	1127&549	-1.7	838	i	1&9&10	-6&-1&4	9&-17&-11	3.7&3.0&3.4	2.1&2.2&2.2	4.9&8.1&8.8	i	13&15&27&64	i	0.8&1.3&0.6
CCOc1ccc2noc3c2c1C(=O)c1ccccc1-3	-13	632	0.9%	-0.5	1103	2.9	1979	i	36	15	19	5.6	2.8	10	i	24	i	6.2
CC1(C)C2CCC1(CS(=O)(=O)NC(CC(=O)O)c1cccc(Br)c1)C(=O)C2 (stereo not drawn)	14	843	-0.1%	nt	nt	nt	nt	nt	nt	nt	nt	nt	nt	nt	i	28	i	0.3
Cc1cc(Cl)ccc1OC(C)C(=O)Nc1ccc(S(=O)(=O)N2CCOCC2)cc1 (stereo not drawn)	-69	672	-0.3%	nt	nt	nt	nt	nt	nt	nt	nt	nt	nt	nt	i	13	i	0.3
CC(=O)CSc1nnc(C(F)(F)F)n1C	10	705	0.1%	-0.8	1314	-0.3	1059	nt	nt	nt	nt	nt	nt	nt	i	8	i	0.7
Cc1ccccc1C(=O)Nc1nncs1	-2	794	0.2%	-4.4	1193	-0.12	862	i	-3	3	-13	3.2	1.2	2.8	i	33	i	1.0
Nc1nc(-c2ccc(Cl)cc2)nn1C(=O)c1cccnc1	-21	747	1.9%	0.2	881	-1.9	1270	i	-9	-8	0	3.3	1.6	6.2	i	7	i	11
O=C(/C=C/c1ccccc1)N/C(=C/c1ccccc1)C(=O)Nc1cccc(C(=O)O)c1	-12	611	0.2%	-0.9	1055	-0.32	1306	i	-1	-8	-2	3.8	2.2	6.7	i	30	i	0.1
O=C(NCc1n[nH]c(=S)n1-c1ccc(F)cc1)c1ccc(S(=O)(=O)N2CCCC2)cc1	2	762	0.0%	nt	nt	nt	nt	i	-2	nt	nt	2.3	1.8	4.5	i	5	i	5.0

Ordered by the number under T cell modulator vesicle-bound % (descending): some entries from above
| structure | T cell modulator vesicle-bound % |
| --- | --- |
| CCOc1ccc(S(=O)(=O)NCCC2=CCCCC2)c2ccccc12 | 34 |
| CC1(C)C2CCC1(CS(=O)(=O)NC(CC(=O)O)c1cccc(Br)c1)C(=O)C2 (stereo not drawn) | 28 |
| CCCCC(C(=O)OCC(=O)c1ccc(OC)cc1)N1C(=O)c2ccccc2C1=O (stereo not drawn) | 19 |

Single entries from the entries so far.
`CN(C)S(=O)(=O)c1ccc2c(c1)C(=NNC(N)=O)c1cc(S(=O)(=O)N(C)C)ccc1-2` – West Nile virus CPE = -0.2%
`Cc1cc(Cl)ccc1OC(C)C(=O)Nc1ccc(S(=O)(=O)N2CCOCC2)cc1` (stereo not drawn) – T cell modulator vesicle-bound % = 13
`CCOc1cc(C(=O)Nc2cnccn2)cc(OCC)c1OCC` – T cell modulator vesicle-bound % = 26

Shown with two lines to a compound: entries from further up.
Sequence of screens – Hep lipid drop | Hep lipid drop cells 6.5 µM | West Nile virus CPE | bCat nuc transl | bCat nuc transl cell count 5 µM | Insulin prom up | Insulin prom up cell count | Autophagy mod | Autophagy mod cell loss 18 h | WT yeast gro inh | WT yeast gro inh mutant strain | MT stabilize HCS | MT stabilize HCS Hoechst-high % | MT stabilize HCS cytotoxicity % | T cell modulator | T cell modulator vesicle-bound % | Myeloid diff MLP | Myeloid diff MLP GFP+ MAC1+ %
O=C(/C=C/c1ccccc1)N/C(=C/c1ccccc1)C(=O)Nc1cccc(C(=O)O)c1
    -12 | 611 | 0.2% | -0.9 | 1055 | -0.32 | 1306 | i | -1 | -8 | -2 | 3.8 | 2.2 | 6.7 | i | 30 | i | 0.1
O=C(NCc1n[nH]c(=S)n1-c1ccc(F)cc1)c1ccc(S(=O)(=O)N2CCCC2)cc1
    2 | 762 | 0.0% | nt | nt | nt | nt | i | -2 | nt | nt | 2.3 | 1.8 | 4.5 | i | 5 | i | 5.0

More records
SMILES	Hep lipid drop	Hep lipid drop cells 6.5 µM	West Nile virus CPE	bCat nuc transl	bCat nuc transl cell count 5 µM	Insulin prom up	Insulin prom up cell count	Autophagy mod	Autophagy mod cell loss 18 h	WT yeast gro inh	WT yeast gro inh mutant strain	MT stabilize HCS	MT stabilize HCS Hoechst-high %	MT stabilize HCS cytotoxicity %	T cell modulator	T cell modulator vesicle-bound %	Myeloid diff MLP	Myeloid diff MLP GFP+ MAC1+ %
COc1cc(C(=O)NCCC(C)C)ccc1OCc1ccc(Cl)cc1Cl	-19	660	-1.8%	nt	nt	-1.1	1132	i	0	22	20	2.8	2.0	13	i	33	i	1.2
Cc1cc(C)c(CN2CCC(N3CCC(C(=O)NCC4CCCO4)CC3)CC2)cc1C (stereo not drawn)	9	658	-0.4%	nt	nt	nt	nt	nt	nt	nt	nt	nt	nt	nt	i	17	i	1.4
CC(=O)c1cc(CN2CCN(Cc3ccccc3)C(CCO)C2)cs1 (stereo not drawn)	-2	632	-0.3%	1.3	1167	0.76	1454	i	40	-13	-7	2.3	2.4	4.1	i	34	i	0.3
Cc1cc(NC(=O)CCC(=O)N(c2ccccc2)C(C(=O)NCC2CCCO2)c2cccnc2)no1 (stereo not drawn)	nt	nt	-0.1%	0.9	1453	-0.22	1478	i	-7	-24	-3	1.6	1.4	4.5	i	63	i	2.5
O=C(c1ccncc1)N1CCc2ccccc2C1	-2	543	0.9%	nt	nt	nt	nt	nt	nt	nt	nt	nt	nt	nt	i	20	i	0.4
O=C(COc1ccc(F)cc1)N1CCC(Cc2ccccc2)CC1	-28	831	-0.3%	nt	nt	nt	nt	nt	nt	nt	nt	nt	nt	nt	i	42	i	5.7
COC(=O)c1nn(-c2ccccc2)c(Sc2ccc(OC)cc2)c1/C=N/O	nt	nt	-0.1%	0.8	1334	-0.28	1665	i	24	4	-19	2.5	1.6	6.3	i	35	i	0.7
Cc1cccc(-n2nc3c(c2NC(=O)c2ccc(S(=O)(=O)N4CCOCC4)cc2)CSC3)c1C	15	593	nt	-0.3	1025	0.75	1728	i	11	8	7	5.5	3.6	4.5	nt	nt	i	5.5
COc1ccc2c(C(=O)CN3CCC(C)CC3)c[nH]c2c1	15	786	-0.1%	nt	nt	-0.16	951	i	-10	-13	2	2.1	1.3	5.5	i	33	i	0.8
Cc1ccccc1S(=O)(=O)/N=C(/Nc1c(C)n(C)n(-c2ccccc2)c1=O)c1ccccc1	12	677	-0.4%	3.1	1116	0.53	1201	i	4	3	-20	3.3	2.4	5.4	i	35	i	0.5
Cc1cccc(Sc2ccc([N+](=O)[O-])cc2[N+](=O)[O-])n1	-2	709	?	2.1	498	-0.04	1230	i	-14	9	0	5.3	3.5	6.1	i	34	i	0.3
NS(=O)(=O)c1ccc(CCNS(=O)(=O)c2cccc(C(=O)O)c2)cc1	-38	701	-0.3%	1.0	1323	-0.52	972	nt	nt	nt	nt	nt	nt	nt	i	36	i	0.7
COc1ccc2cc(C(=O)NCCc3ccccc3)[nH]c2c1	4	834	-0.1%	nt	nt	nt	nt	nt	nt	nt	nt	nt	nt	nt	i	47	i	0.2
Cn1c(=O)c(C(=O)NC2CCCCCC2)c(O)c2ccccc21	-5	801	-0.2%	nt	nt	nt	nt	nt	nt	nt	nt	nt	nt	nt	i	41	i	0.1

Assay outcomes deposited in PubChem BioAssay by several laboratories.
